NCOA1 inh – inhibitors of human steroid receptor coactivator 1 (SRC1); inhibition, % at 3.6 µM; HEK293 GAL4-SRC1 luciferase reporter, luminescence; AID 588354; 0.12% of 360,000 active; Q15788;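 active = inhibition above the campaign mean plus 3 SD, with each screening campaign given its own cutoff, cut at about 60% in these data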;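 note: 0% = DMSO treated cells and 100% = gossypol at 36 µM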
ABHD5 PLIN5 PPI – inhibitors of human ABHD5-perilipin-5 interaction; AID 602281; 0.78% of 360,000 active; Split G. princeps luciferase complementation, luminescence, 4 h; Q00G26+Q8WTS1; inhibition, % at 4 µM;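 active = inhibition above the mean inhibition across every tested compound plus 3 SD, cut at about 22% in these data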;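 note: 0% = DMSO only wells and the 100% control is not disclosed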
Target sequence (Q00G26 whole entry, looked up): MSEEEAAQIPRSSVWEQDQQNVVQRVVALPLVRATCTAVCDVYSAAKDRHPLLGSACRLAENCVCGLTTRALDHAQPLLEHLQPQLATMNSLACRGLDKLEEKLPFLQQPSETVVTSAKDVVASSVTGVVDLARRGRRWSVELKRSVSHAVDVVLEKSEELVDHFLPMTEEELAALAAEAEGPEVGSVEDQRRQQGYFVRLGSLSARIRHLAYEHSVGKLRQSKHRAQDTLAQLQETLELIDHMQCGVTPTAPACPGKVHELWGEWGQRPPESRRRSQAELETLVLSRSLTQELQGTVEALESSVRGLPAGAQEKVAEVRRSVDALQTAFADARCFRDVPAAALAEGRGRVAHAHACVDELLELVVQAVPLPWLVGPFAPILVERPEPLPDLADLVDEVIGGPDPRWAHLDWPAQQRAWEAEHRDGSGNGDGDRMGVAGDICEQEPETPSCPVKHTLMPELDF
Target sequence (Q8WTS1 whole entry, looked up): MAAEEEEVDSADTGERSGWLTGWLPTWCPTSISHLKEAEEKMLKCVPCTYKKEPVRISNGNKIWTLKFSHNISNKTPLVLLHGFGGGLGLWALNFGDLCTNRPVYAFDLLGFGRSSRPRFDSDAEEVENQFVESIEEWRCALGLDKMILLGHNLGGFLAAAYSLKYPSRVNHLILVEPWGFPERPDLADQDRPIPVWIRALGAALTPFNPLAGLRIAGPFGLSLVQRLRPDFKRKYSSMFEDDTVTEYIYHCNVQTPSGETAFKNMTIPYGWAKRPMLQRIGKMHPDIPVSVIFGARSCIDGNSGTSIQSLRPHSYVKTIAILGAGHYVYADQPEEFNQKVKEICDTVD
NR5A2 inv ag – suppresses constitutive activity of human LRH-1. HEK293T StAR-luciferase reporter, LRH-1 transfected, 24 h. O00482. 0.13% of 360,000 active. inhibition, % at 3.6 µM;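 active = inhibition above the mean inhibition of all tested compounds plus 3 SD, cut at about 73% in these data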;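 note: 0% = DMSO wells and 100% = reporter-only cells lacking LRH-1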
NR2F2 inh – blocks human COUP-TFII nuclear receptor; P24468; HEK293T NGFI-A luciferase reporter, luminescence; inhibition, % at 8.6 µM; 0.7% of 370,000 active; AID 686940;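 active = inhibition above a per-plate cutoff, mean inhibition of test wells between control levels plus 3 SD, cut at about 38% in these data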;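 note: cells cotransfected with COUP-TFII expression vector driving the NGFI-A reporter; 0% = median of COUP-TF2 test wells and 100% = reporter-only cells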
EBV LMP1 NFkB – Epstein-Barr LMP1 NF-kappaB reporter inhibition | 0.69% of 350,000 active | LMP1-induced NF-kappaB luciferase reporter cells, luminescence | AID 504558 | inhibition, % at 12.5 µM; in the data active = inhibition above about 41%;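 note: 0% = neutral control wells and 100% = reference inhibitor control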
MC4R barr agon – activates human MC4R beta-arrestin recruitment | 0.98% of 360,000 active | U2OS MC4R beta-arrestin complementation, luminescence; percent of melanotan II response, DMSO zero | AID 540308 | P32245 | activation, % at 8.9 µM;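 active = activation above a per-plate cutoff, the mean activation of sample wells on that plate plus 3 SD, cut at about 8% in these data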
MC4R antagonist – blocks human MC4R cAMP signaling; P32245; MC4R-expressing cells, MTII-stimulated cAMP, LANCE TR-FRET; inhibition, % at 6.5 µM; 0.48% of 360,000 active; AID 540295;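 active = inhibition above its plate's cutoff, the mean of tested wells on that plate plus 3 SD, cut at about 29% in these data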;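 note: 0% = Melanotan II alone and 100% = Melanotan II plus saturating MCL0020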
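Test system: U2OS cells stably expressing human melanocortin 4 receptor (MC4R); also added: Melanotan II challenge; compound: 6.5 µM single dose; timing: 30-min compound preincubation, 1-h Melanotan II challenge, 1-h detection, room temperature; signal: Eu-cAMP/anti-cAMP TR-FRET, emission 671 nm; repeats: one well per compound, no replicates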
SRC2 inh – human SRC2 (NCOA2) inhibition; AID 651957; inhibition, % at 9 µM; 0.17% of 370,000 active; HEK293 GAL4-SRC2 luciferase reporter, luminescence;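 active = inhibition above the mean inhibition of all tested compounds plus 3 SD, set per campaign, cut at about 52% in these data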;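 note: 0% = DMSO treated cells and 100% = cells given Gossypol at 36 µM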
TLR9-MyD88 block – inhibitors of human TLR9-MyD88 binding | inhibition, % at 4.98 µM | 0.21% of 340,000 active | Q9NR96+Q99836 | AID 504734 | CHO BLA complementation TLR9-MyD88, CCF4 FRET ratio;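 active = inhibition above the mean over all tested compounds plus 3 SD, cut at about 21% in these data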;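 note: 0% = DMSO only wells and 100% = clavulanate BLA inhibitor control wells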
NOD2 RIPK2 PPI – NOD2-RIPK2 protein interaction inhibition. O43353. CHO BLA complementation NOD2-RIPK2, CCF4 ratio. inhibition, % at 4.98 µM. 0.38% of 360,000 active; in the data active = inhibition above about 21%;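 note: 0% = vehicle only and 100% = reference blocker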
NCOA3 inh – inhibitors of human steroid receptor coactivator 3 (SRC3) | HEK293 GAL4-SRC3 luciferase reporter, luminescence | inhibition, % at 3.6 µM | 0.17% of 360,000 active | AID 588352 | Q9Y6Q9;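 active = inhibition above a per-campaign cutoff, the mean of all compounds plus 3 SD, cut at about 60% in these data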;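 note: 0% = DMSO-treated cells and 100% = gossypol-treated cells at 36 µM; higher means less SRC3-driven luciferase light from the GAL4 reporter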
The depositor's hits bear a star; . = no result given. A portion of the library; count on the stated rates, not on these rows.

SMILES | NCOA1 inh | ABHD5 PLIN5 PPI | NR5A2 inv ag | NR2F2 inh | EBV LMP1 NFkB | MC4R barr agon | MC4R antagonist | SRC2 inh | TLR9-MyD88 block | NOD2 RIPK2 PPI | NCOA3 inh
CSc1cccc(NC(=O)c2cc(S(=O)(=O)N3CCCCC3)c[nH]2)c1 | -3 | -4 | -2 | 5 | 1 | -1.1 | 17 | -11 | 1 | 3 | 9
CN(C)C(=O)CSc1nnc(Cc2ccccc2)n1CC1CCCO1 (stereo unspecified) | -22 | 1 | 3 | -5 | -2 | -6.5 | 3 | -1 | -4 | -3 | 8
Cc1ccc(S(=O)(=O)N(CC(=O)N2CCN(c3ccc(F)cc3)CC2)C2CCCCC2)cc1 | 6 | -1 | -8 | -1 | 2 | -0.1 | 1 | 27 | -12 | -3 | 17
Clc1cccc(-c2nc3nc4ccccc4nc3n2Cc2ccco2)c1 | -68 | 20 | -68 | -39 | -8 | -0.8 | 28 | -13 | -8 | 3 | -77
C=CC(=O)Nc1cccc(Oc2cc(Cl)nc3[nH]ccc23)c1 | -6 | 7 | 17 | 3 | 14 | -2.1 | -22 | 19 | 11 | 4 | -19
CCOc1ccc(C(=O)NC2CCN(CC(=O)NCc3ccccc3)CC2)cc1 | 11 | -9 | -19 | 9 | -3 | 1.7 | 13 | -36 | -7 | -8 | -11
Cc1ccc(-c2nc3ncccc3o2)cc1NC(=O)c1cccnc1 | -8 | -6 | -3 | 7 | -4 | -2.7 | -1 | 9 | 5 | 1 | 4
COc1cccc(OC)c1C(=O)NNC(=O)c1cccnc1 | -6 | -3 | 3 | -12 | 0 | 0.9 | 6 | 1 | . | 3 | 19
O=C(COc1ccc2c3c(c(=O)oc2c1)CCCC3)NC(Cc1ccc(Cl)cc1)C(=O)O (stereo unspecified) | -3 | 0 | 29 | 11 | 0 | 0.3 | 0 | 13 | -8 | 3 | 16
Cc1ccc2c(cnn2C(=O)CCC(=O)NCc2ccccc2Cl)c1 | -33 | 9 | 2 | -13 | 4 | -0.5 | 1 | 0 | -2 | -6 | -11
Cc1ccc(C(=O)C(C)OC(=O)c2ccc(Cl)nc2)cc1 (stereo unspecified) | 18 | 1 | 7 | 11 | 1 | -2.5 | -1 | 12 | -11 | 3 | 22
CC1(C(=O)NS(=O)(=O)c2cccs2)CCN1C(=O)CCc1ccc(Cl)cc1Cl (stereo unspecified) | 2 | -1 | 21 | 0 | . | -1.1 | 0 | -5 | . | -9 | -22
CC(NC(=O)CN1CCN(C(=O)c2cccs2)CC1)c1ccc(F)cc1F (stereo unspecified) | 11 | 13 | 16 | -1 | 5 | -0.7 | -4 | 11 | -6 | -11 | 6
CCc1ccccc1NC(=O)/C(C#N)=C\c1ccc(Sc2ccccc2)o1 | 6 | -5 | -5 | -6 | 4 | 0.5 | 7 | -2 | 4 | -13 | 1
Cn1cc(C2CC(c3ccccc3)=NN2C(=O)c2ccccc2)c2ccccc21 (stereo unspecified) | -56 | 3 | -21 | -4 | -5 | -1.2 | -3 | -29 | 0 | -2 | -16
Cc1cc(Br)ccc1NC(=O)CCS(=O)(=O)c1cccc2nonc12 | 1 | 4 | 6 | -4 | -5 | 0.1 | 0 | 1 | 7 | 8 | 7
O=C(CN1C(=O)CNC1=O)Nc1cccc(C(F)(F)F)c1 | 3 | 5 | -4 | 9 | 22 | -0.8 | 9 | -8 | 7 | 2 | 20
Cc1ccccc1-c1nc(CN2CCC(C(=O)NCCCN3CCCC(C)C3)CC2)c(C)o1 (stereo unspecified) | -17 | 0 | -8 | 2 | -15 | 0.2 | 6 | -19 | -1 | -8 | 4
CCC(C)(C)NC(=O)CN(Cc1ccc2c(c1)OCO2)C(=O)CCC(=O)Nc1nccs1 | -1 | -2 | -10 | 16 | -3 | -1.5 | -1 | 16 | 6 | -5 | 17
S=c1[nH]nc(C2CC2)n1Cc1ccco1 | -2 | 2 | 17 | 7 | -16 | 3.3 | -3 | -22 | -8 | 7 | 23
Cc1ccc(C(=O)Nc2ccncc2)c(Cl)c1 | 14 | 5 | 15 | 3 | 5 | 0.1 | 5 | 18 | 6 | -14 | 8
COC(=O)c1ccc(NC(=O)CN2CCN(c3cccc(Cl)c3)CC2)cc1 | 0 | -5 | 6 | 15 | 1 | 6.8 | 3 | -11 | 4 | -3 | -7
CCCCCC(=O)Nc1ccc(N2CCN(C(=O)CCC)CC2)cc1 | -7 | -3 | -7 | -12 | 4 | -1.0 | 14 | -5 | -4 | 8 | -19
Cc1cccc(-c2nc(Nc3cccc(O)c3)c3ccccc3n2)c1 | -19 | -7 | 2 | -6 | -1 | 4.0 | 6 | -11 | 1 | -9 | -5
COc1cc(S(=O)(=O)NCC2(N3CCCCC3)CCCCC2)ccc1NC(C)=O | -4 | 2 | -22 | 1 | -1 | -2.7 | 0 | -7 | 4 | 0 | -1

More compounds:
SMILES | NCOA1 inh | ABHD5 PLIN5 PPI | NR5A2 inv ag | NR2F2 inh | EBV LMP1 NFkB | MC4R barr agon | MC4R antagonist | SRC2 inh | TLR9-MyD88 block | NOD2 RIPK2 PPI | NCOA3 inh
CCCCCOc1ccc(NC(=O)CCCC(=O)O)cc1 | -9 | -6 | -15 | 1 | 7 | -0.5 | 3 | -3 | -4 | 1 | 4
O=C(/C=C/c1ccc(Cl)cc1)N1CCN(CCN2C(=O)c3cccc4cccc(c34)C2=O)CC1 | -1 | -1 | -6 | -8 | 6 | 0.1 | 3 | 5 | -11 | 4 | 17
O=C(O)c1ccc(NS(=O)(=O)Cc2ccc(Cl)c(Cl)c2)cc1 | -2 | 7 | 4 | 0 | -9 | -0.5 | -1 | -1 | 3 | 5 | 13
NC(=O)c1ccccc1NC(=O)Nc1cccc(Cl)c1Cl | -4 | 4 | 4 | 10 | -8 | -2.1 | 12 | 1 | -6 | 1 | 29
Cc1ccc(/C(N)=N/OC(=O)Cc2ccccc2)cc1 | -72 | -3 | -57 | -27 | -11 | 2.4 | 8 | -33 | -1 | -15 | -40
CC(=O)NC(CC(=O)OC(C)C(=O)Nc1ncc(Cl)cc1Cl)c1ccccc1 (stereo unspecified) | -15 | -2 | -19 | 19 | 1 | 0.2 | 11 | 0 | -7 | 5 | 16
CC1CCN(C(=O)c2cc(-c3ccc(Cl)c(Cl)c3)on2)CC1 | 2 | 0 | 4 | 6 | -13 | 0.6 | -1 | -19 | 0 | -14 | -26
NC(=O)c1ccsc1NC(=O)C1CCCCC1 | 0 | 0 | -18 | -6 | -20 | 0.4 | 12 | -18 | -1 | -1 | -24
c1ccc(CN(Cc2cccs2)C(c2cccs2)c2nnnn2C2CCCC2)cc1 (stereo unspecified) | 8 | -7 | -1 | 0 | 5 | -0.8 | 9 | -17 | 3 | -4 | -2
CC(C)Cn1c(=O)c2c(nc3n2CC(C)CN3Cc2ccccc2)n(C)c1=O (stereo unspecified) | 7 | -3 | -29 | 24 | 4 | 2.8 | 11 | 21 | -5 | 2 | -2
Cn1cccc2[nH]c(=O)nc1-2 | -9 | 0 | 1 | 14 | -3 | -2.6 | 16 | -34 | -6 | 0 | 10
CC(C)(C)C1CCC(OC(=O)C[N+]2(C)CCCCC2)CC1 (stereo unspecified) | -25 | -2 | 13 | 1 | -9 | -3.3 | 4 | 5 | 8 | 7 | 13
COc1ccc(C(=O)Nc2ccc(C(=O)Nc3nccs3)cc2)cc1[N+](=O)[O-] | 7 | -1 | -3 | -3 | 7 | -2.2 | 2 | -15 | 10 | -6 | 14
O=C(O)c1ccc(Nc2cc(Cl)c3nonc3c2[N+](=O)[O-])cc1 | -5 | 31* | 2 | 4 | 3 | -1.4 | -7 | -2 | 10 | -2 | 11
C=C(C)Cn1c(SCC(=O)O)nc2c1c(=O)[nH]c(=O)n2C | 26 | 8 | 15 | 2 | -2 | 0.6 | 4 | -32 | -9 | 0 | 6
COc1ccc(CN2C(=O)c3ccccc3C2=O)cc1C(=O)OCC(=O)NC1CCCCC1 | 0 | 7 | 5 | 3 | -2 | 1.4 | 4 | -7 | -13 | -7 | 10
NC(=O)c1cc(N)ccc1N1CCCCC1 | -12 | 2 | 2 | -1 | -5 | -0.9 | 2 | 20 | . | 6 | 15
O=C(c1ccccc1[N+](=O)[O-])N1N=C(c2ccccc2)CC1(O)C(F)(F)F (stereo unspecified) | 14 | -5 | 1 | 9 | 4 | -0.2 | 3 | -6 | -3 | -4 | -4
C[C@H]1C[C@@H]2[C@H]([C@@H](O)C[C@@]3(C)[C@H]2CC[C@]3(O)C(=O)CO)[C@@]2(C)C=CC(=O)C=C12 | -28 | -4 | -26 | -32 | 1 | 1.1 | 3 | -7 | -5 | -4 | -58
Cc1ccc(C2/C(=C(\O)c3c(C)nc4c(C)cccn34)C(=O)C(=O)N2CCN(C)C)o1 (stereo unspecified) | -9 | -5 | 5 | -1 | 0 | -0.4 | 22 | -16 | -2 | 4 | 2
COc1ccc(N2CCN(S(=O)(=O)CCNC(=O)CCCc3ccccc3)CC2)cc1 | -8 | -11 | 1 | -13 | -1 | 0.4 | -4 | -8 | -4 | -7 | -12
COc1ccc(NC(=O)c2c(C)noc2-c2snnc2C)cc1 | 1 | 7 | 0 | 3 | -4 | -0.8 | -6 | 27 | 2 | -4 | 8
CNC(=O)C[C@H]1C(=O)N(c2ccc(Br)cc2)C[C@@H]1C | -59 | -7 | 0 | 2 | -3 | -0.7 | 2 | -4 | -4 | -10 | -7
C=CCn1c(N)cc(=O)nc1SC(CC)C(=O)Nc1ccc(C(C)=O)cc1 (stereo unspecified) | 1 | -7 | -20 | 1 | -2 | 2.7 | 4 | -34 | 4 | -8 | 3
Cc1ccc(F)c(S(=O)(=O)NC(=O)C2(C)CCN2C(=O)c2sccc2C)c1 (stereo unspecified) | 2 | 3 | 8 | -1 | . | -1.0 | 4 | -16 | . | -4 | -15

Next section
SMILES | NCOA1 inh | ABHD5 PLIN5 PPI | NR5A2 inv ag | NR2F2 inh | EBV LMP1 NFkB | MC4R barr agon | MC4R antagonist | SRC2 inh | TLR9-MyD88 block | NOD2 RIPK2 PPI | NCOA3 inh
COc1ccc(N2CCN(C(=O)Cn3cncn3)CC2)cc1 | 1 | 1 | 10 | 9 | 4 | 1.0 | 8 | -9 | 14 | -7 | -1
CN1CCN(C(=O)c2cc3ccccc3cc2O)CC1 | -19 | -5 | 8 | -7 | -2 | -4.7 | -5 | -8 | 2 | -3 | 2
COc1ccc(-n2c(=O)c3c4c(sc3n(CC(=O)NCC3CCCO3)c2=O)CN(C(C)=O)CC4)cc1OC (stereo unspecified) | 0 | 4 | 4 | 9 | -5 | -0.6 | -9 | -8 | 8 | -11 | 9
Cc1cccc(NC(=O)c2cc(S(=O)(=O)N3CCc4ccccc43)cn2C)c1 | 11 | -3 | 0 | 12 | 2 | 5.5 | 9 | -5 | 1 | 6 | 10
CCC(C(=O)c1ccccc1)P(=O)(NN)c1ccccc1 (stereo unspecified) | -21 | 0 | -1 | -3 | . | -0.9 | 3 | -1 | . | 0 | -3
Cc1cc(=O)n2[nH]c(COc3ccccc3)nc2n1 | 0 | -1 | -2 | 9 | 6 | -0.3 | 10 | 20 | -4 | 2 | -1

High-throughput results as filed in PubChem BioAssay.
